TDP1 cell noCPT: qHTS for Inhibitors of human tyrosyl-DNA phosphodiesterase 1 (TDP1): qHTS in cells in absence of CPT; DT40 Tdp1-/- hTDP1 cells, no CPT, ATP luminescence, 48 h; Potency, µM (top dose mostly 46.2 µM), without a hit: at the highest dose activity change, negative = growth inhibition, most hits filed as inhibitors; 420,000 compounds, 15% hits; AID 686978, 2013; note: nearly all actives have a fitted effect of over 55% in size
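Luminescent ATP content (CellTiter-Glo) served as the growth readout. Knockout chicken DT40 cells expressing human TDP1 were exposed to compounds without camptothecin for a minimum 48 hr at 37 °C.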
GCN5L2 inh: GCN5L2 (KAT2A) acetyltransferase inhibition; AID 504327; 390,000 compounds, 0.21% hits; Q92830; Potency, µM (series often up to 58.9 µM), without a hit: top-dose activity change, negative = inhibition, hits mostly inhibitors; GCN5L2 HAT assay, ThioGlo1 CoA-SH fluorescence
Target sequence (Q92830 whole entry, looked up): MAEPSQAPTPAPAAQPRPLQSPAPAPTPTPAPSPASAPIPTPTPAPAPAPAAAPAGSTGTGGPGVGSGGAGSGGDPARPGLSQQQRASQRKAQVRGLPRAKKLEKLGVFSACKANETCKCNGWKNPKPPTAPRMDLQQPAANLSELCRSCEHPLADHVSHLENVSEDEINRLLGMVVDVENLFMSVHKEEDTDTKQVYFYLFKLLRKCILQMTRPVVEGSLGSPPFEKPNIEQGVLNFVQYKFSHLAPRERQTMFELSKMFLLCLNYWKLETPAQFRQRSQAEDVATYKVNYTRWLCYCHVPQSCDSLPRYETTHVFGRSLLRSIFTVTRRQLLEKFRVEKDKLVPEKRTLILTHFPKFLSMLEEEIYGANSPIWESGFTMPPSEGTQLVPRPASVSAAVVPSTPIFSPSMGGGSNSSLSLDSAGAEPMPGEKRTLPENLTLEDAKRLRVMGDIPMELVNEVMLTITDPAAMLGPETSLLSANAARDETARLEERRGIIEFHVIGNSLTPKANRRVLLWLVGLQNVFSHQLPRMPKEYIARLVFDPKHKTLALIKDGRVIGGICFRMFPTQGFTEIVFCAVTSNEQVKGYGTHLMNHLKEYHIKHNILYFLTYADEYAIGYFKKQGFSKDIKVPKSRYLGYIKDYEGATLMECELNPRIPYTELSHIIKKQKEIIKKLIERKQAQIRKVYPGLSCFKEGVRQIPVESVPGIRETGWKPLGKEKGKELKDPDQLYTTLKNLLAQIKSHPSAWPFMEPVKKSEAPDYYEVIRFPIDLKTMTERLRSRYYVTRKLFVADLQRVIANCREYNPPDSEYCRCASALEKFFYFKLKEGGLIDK
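Enzyme at 20nM final was mixed with library compounds for 15 min at room temperature. Peptide H3(1-25) at 75uM, acetyl-CoA at 70uM and ThioGlo1 at 50uM were then added. Plates were read immediately and after 20 min (Ex340nm/Em540nm).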
TDP1 cell CPT: DT40-hTDP1 cell growth loss with CPT; chicken DT40 Tdp1-/-;hTDP1 cells + 20 nM CPT, ATP luminescence, 48 h; Potency, µM (doses to about 46.2 µM), without a hit: at the highest dose activity change, negative = growth inhibition, hits mostly inhibitors; 420,000 compounds, 12% hits; note: nearly all actives have a fitted effect of over 55% in size
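Chicken DT40 Tdp1-/- cells complemented with human TDP1, 400 cells/well, exposed to compounds plus 20 nM camptothecin for at least 48 h at 37 C; viability read as ATP content by CellTiter-Glo luminescence.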
The depositor's hits bear a star; u = inconclusive; x = no result given; & = joins results of further samples; [ ] = remark or other dose. Calls come from the whole dose curve; as a rule, active = well fitted curve in the direction sought with a large enough effect; inconclusive = small, poorly fitted or top-dose-only effect, or another doubt; inactive = no such curve, though single readings can be large; an effect the other way counts as inactive or inconclusive. % is set by controls: 0 for no effect and ±100 for the full control effect; potency is the fitted concentration of half-maximal effect. A portion of the library. The share of hits here may be higher or lower than overall.

SMILES	TDP1 cell noCPT	GCN5L2 inh	TDP1 cell CPT
Cc1ccc(CSc2cn(CC(=O)N3CCCC3)c3ccccc23)cc1	16µM*	-12%	16µM*
COc1ccc(OC)c(CN2CCCCCC2)c1	8%	-1%	26%
O=C(COC(=O)COc1ccc(Cl)cc1)Nc1cccnc1Cl	-5%	x	-2%
CCn1c(CCC(=O)Nc2ccccc2F)nnc1SCC(=O)Nc1ccc(OC)cc1	u	-7%	-2%
COc1ccc(OC)c(-c2cc(C(=O)Nc3sc4c(c3C#N)CCC(C)C4)c3ccccc3n2)c1 (centres undefined)	-21%	1%	-7%
CC(C)C[C@H]1CN([C@@H](Cc2ccc(O)cc2)CN2CCC[C@@H]2CN2C(=S)NC[C@@H]2Cc2ccccc2)C(=S)N1CC1CCCCCC1	21µM*	x	u
Cc1cccc(NC(=O)CNC(=O)CSc2ncccn2)c1C	5%	-5%	11%
COc1ccccc1N1CCN(C(=O)c2cc3ccccc3[nH]2)CC1	u	-11%	u
O=C1CSc2ccc(S(=O)(=O)N3CCN(c4ccccc4F)CC3)cc2N1	u	u	u
CC(C)Nc1ncnc2c1ncn2[C@H]1CN(CCN2CCOCC2)C[C@@H](CO)O1	3%	x	10%
CN(CC(=O)Nc1ccc(F)c(F)c1F)c1ncnc2sccc12	u	-2%	u
CN(C(=O)COC(=O)c1ccc2c(=O)n3c(nc2c1)CCC3)c1ccccc1	u	1%	-10%
O=C(CSc1nc2c([nH]c3ccccc32)c(=O)n1-c1cccc(C(F)(F)F)c1)N1CCCC1	0%	6%	3%
Cc1ccc2c(c1)-c1c(cnn1CC(=O)NC(C)CCc1ccco1)CO2 (centres undefined)	u	0%	u
COc1ccc(NC2=CC(=O)CC(C)(C)C2)cc1OC	-8%	-6%	-5%
CN(c1ccccc1C(=O)NCc1ccccn1)S(C)(=O)=O	-5%	-8%	-13%
CN(CCOc1ccc(Cl)cc1)C(=O)c1cccc(S(=O)(=O)N2CCN(Cc3ccccc3)CC2)c1	21µM*	x	15µM*
CCc1ccc(CN2CCN(C(=O)c3cccc(OC)c3OC)CC2)cc1	u	-2%	u
CC(=O)c1cccc(NC(=O)c2ccc3c(c2)OCO3)c1	u	-10%	u
Cc1ccc(OCC(=O)Nc2ccc(S(=O)(=O)Nc3cc(C)nc(C)n3)cc2)c(C)c1	-27%	0%	-2%
COc1ccc(OC)c(CN2CCC3(CCC(CNC(=O)c4ccco4)O3)CC2)c1 (centres undefined)	-21%	x	22%[9.04 µM]
CCC(=O)Nc1nnc(SCC(=O)N2c3ccccc3CC2C)s1 (centres undefined)	-26%	-2%	-4%
Cc1cc(C)cc(-n2nnnc2SCC(=O)Nc2nc(-c3ccc(Cl)cc3)cs2)c1	u	-12%	u
O=C(Nc1ccc2c(c1)Cc1ccccc1-2)c1ccncc1	u	-3%	-9%
Cc1ccc(Cc2c(C)nc3nc(SCC(=O)NCCN4CCOCC4)nn3c2C)cc1	3%	0%	-21%
CC1(C)C2CCC1(CS(=O)(=O)Nc1ccc(S(=O)(=O)NC3CCCCC3)cc1)C(=O)C2 (centres undefined)	u	-2%	u
COc1ccc(OC)c(CNC(=O)CCC(=O)N2Cc3ccccc3Oc3ncccc32)c1	0%&-4%	-18%&-2%	-13%&-5%
COc1ccc(CC(N)c2csc(NC(=O)c3ccccc3)n2)cc1 (centres undefined)	u	x	u
CC1(C(=O)NS(=O)(=O)c2cccc(F)c2)CCN1C(=O)c1cccc(F)c1 (centres undefined)	-10%	x	-4%
S=C(NCCCN1CCOCC1)Nc1ccc(Cl)cc1	5%	3%	-1%

The final 3 records of the part before are carried over, then new ones follow.
SMILES	TDP1 cell noCPT	GCN5L2 inh	TDP1 cell CPT
COc1ccc(CC(N)c2csc(NC(=O)c3ccccc3)n2)cc1 (centres undefined)	u	x	u
CC1(C(=O)NS(=O)(=O)c2cccc(F)c2)CCN1C(=O)c1cccc(F)c1 (centres undefined)	-10%	x	-4%
S=C(NCCCN1CCOCC1)Nc1ccc(Cl)cc1	5%	3%	-1%
Cc1cccc(N2CCN(C(=O)CCC(=O)N3CC(C)Oc4ccccc43)CC2)c1C (centres undefined)	13µM*	1%	16µM*
COc1ccc(C(=O)Nc2ccc3c(c2)CCCN3S(=O)(=O)c2ccc(C)cc2)cc1	13µM*	-18%	21µM*
C=CCN(c1ccccc1)S(=O)(=O)c1cccc(C(=O)Nc2ccncc2)c1	21µM*	-1%	23µM*
CCc1noc(C)c1C(=O)NCCN1Cc2cc(OC)ccc2OC(CC)C1 (centres undefined)	-17%	x	-9%[9.04 µM]
O=C(Oc1ccc(-c2csnn2)cc1)c1cccs1	-8%	1%	-1%
CCOC(=O)COc1c(OC)cc(Cl)cc1C1Nc2ccccc2C(=O)N1c1cccc(C)c1 (centres undefined)	26µM*	-12%	u
COc1ccc(-c2nc(SCC(=O)Nc3cccc(C(C)=O)c3)n[nH]2)cc1	u	6%	u
COc1ccc(C)cc1NC(=O)Cn1cc(S(=O)(=O)Cc2ccccc2Cl)c2ccccc21	21µM*	-9%	u
O=C(Cc1c(F)cccc1Cl)NNC(=O)c1ccco1	-5%	0%	-3%
O=C(Nc1cccc(S(=O)(=O)NC2=NCCC2)c1)c1ccccc1	u	-1%	4%

Quoted from the listing.
`O=C(Nc1cccc(S(=O)(=O)NC2=NCCC2)c1)c1ccccc1` in GCN5L2 inh: -1%
`COc1ccc(C(=O)Nc2ccc3c(c2)CCCN3S(=O)(=O)c2ccc(C)cc2)cc1` in TDP1 cell CPT: 21µM*
`COc1ccc(C)cc1NC(=O)Cn1cc(S(=O)(=O)Cc2ccccc2Cl)c2ccccc21` in TDP1 cell noCPT: 21µM*
`Cc1cccc(N2CCN(C(=O)CCC(=O)N3CC(C)Oc4ccccc43)CC2)c1C` (centres undefined) in GCN5L2 inh: 1%

Continuation:
SMILES	TDP1 cell noCPT	GCN5L2 inh	TDP1 cell CPT
O=C(/C=C/[C@H]1O[C@@H](n2ccc(=O)[nH]c2=O)[C@H](O)[C@@H]1O)N1CCN(CCc2ccccc2)CC1	13%	x	0%
O=C(Nc1ccc(-n2cccn2)cc1)C1CCN(Cc2ccccn2)CC1	-1%	-25%	0%
COc1ccccc1N1CCN(c2nc(CNC(=O)C3CC34CCCC4)nc3ccccc23)CC1 (centres undefined)	21µM*	x	-13%[9.04 µM]
CC(C)C1Cc2nc(Cl)c(C#N)cc2CO1 (centres undefined)	-12%	2%	0%
O=C(c1ccc(Cl)cc1)N1CCN(CCc2ccncc2)CC1	-22%	-5%	-12%
CC(C)NS(=O)(=O)c1ccc(CCC(=O)NCc2ccncc2)cc1	3%	-2%	9%
CC(C)(C)NC(=O)C(c1ccccc1F)n1c(=O)c(-c2ccccc2)nc2ccccc21 (centres undefined)	u	x	u
CCOc1ccc(C(=O)NCC2CCCO2)cc1OCC (centres undefined)	-1%	-5%	9%
CCSc1nnc(NC(=O)CCNS(=O)(=O)c2cc(Br)cnc2N)s1	-20%	-4%	-10%
COc1ccc(-c2ccc(/C=N/NC(=O)Cc3nnc(N)s3)o2)cc1Cl	18µM*	-1%	u

Structures shown so far that have a cyano group, in the order listed:
SMILES	TDP1 cell noCPT	GCN5L2 inh	TDP1 cell CPT
COc1ccc(OC)c(-c2cc(C(=O)Nc3sc4c(c3C#N)CCC(C)C4)c3ccccc3n2)c1 (centres undefined)	-21%	1%	-7%
CC(C)C1Cc2nc(Cl)c(C#N)cc2CO1 (centres undefined)	-12%	2%	0%

Next part:
SMILES	TDP1 cell noCPT	GCN5L2 inh	TDP1 cell CPT
COc1ccc2[nH]cc(CCNc3ccnc(-c4cccc(NS(C)(=O)=O)c4)n3)c2c1	10µM*	-12%	u
O=C1NC(=S)SC1=Cc1ccc(Cl)cc1	21µM*	x	u
Cc1nnc(SCC(=O)Nc2nccs2)n(N)c1=O	-4%	u	-23%
COc1ccc(NC(=O)C2(C)Cc3c(-c4ccc(N(C)C)cc4)ccnc3O2)cc1 (centres undefined)	u	x	29µM*
COCCN(CCOC)c1ncc(Cl)c(C(=O)c2c(C)cc3ccccn23)n1	21µM*	-4%	u
CCN1CCN(c2cc(C)c3cc(NC(=O)c4cncc(Br)c4)ccc3n2)CC1	u	-24%	u
COc1cc(/C=C(/C#N)C(=O)c2c(C)[nH]c3ccccc23)ccc1OCC#N	u	-29%	u
c1ccc2c(N3CCCCC3)ncnc2c1	21µM*	-4%	u
Cc1ccc(NS(=O)(=O)c2cccc(C(=O)Nc3c(C)n(C)n(-c4ccccc4)c3=O)c2)cc1	9%	-2%	-4%
COc1ccc(CC2=CC(=O)c3ccccc3C2=O)cc1	2.1µM*	-6%	1.8µM*

An excerpt of these results, with each value named.
mol: COc1cc(/C=C(/C#N)C(=O)c2c(C)[nH]c3ccccc23)ccc1OCC#N
  TDP1 cell noCPT: u | GCN5L2 inh: -29% | TDP1 cell CPT: u
mol: c1ccc2c(N3CCCCC3)ncnc2c1
  TDP1 cell noCPT: 21µM* | GCN5L2 inh: -4% | TDP1 cell CPT: u
mol: Cc1ccc(NS(=O)(=O)c2cccc(C(=O)Nc3c(C)n(C)n(-c4ccccc4)c3=O)c2)cc1
  TDP1 cell noCPT: 9% | GCN5L2 inh: -2% | TDP1 cell CPT: -4%
mol: COc1ccc(CC2=CC(=O)c3ccccc3C2=O)cc1
  TDP1 cell noCPT: 2.1µM* | GCN5L2 inh: -6% | TDP1 cell CPT: 1.8µM*

The listing continues.
SMILES	TDP1 cell noCPT	GCN5L2 inh	TDP1 cell CPT
Cc1ccc(S(=O)(=O)NC(=O)Nc2cccc([N+](=O)[O-])c2)cc1	8%	1%	2%
Cc1nn(C)c(C)c1S(=O)(=O)N1CCC(C(=O)NC2CCCCCC2)CC1	-11%	-4%	3%
C#CCOCCOCCOCCNc1nc(N2CCN(C(=O)Cn3cc(CCO)nn3)CC2)nc(N2CCN(C(=O)[C@H](CCCCN)n3cc(CCCC)nn3)CC2)n1	0%	x	1%
CCOC(=O)/C(=N/Nc1ccc(C)cc1)S(=O)(=O)c1ccc(Cl)cc1	u	-6%	16µM*
CCN1CCN(Cc2cc(=O)oc3cc4c(cc23)CCC4)CC1	-13%	0%	-7%
COc1ccc(CNC(=O)CSc2nnnn2-c2ccccc2)cc1	-9%	2%	-2%
CCOC(=O)c1c(C#N)c(SCC(=O)Nc2ccc(OC)cc2)nc2c1CN(CC)CC2	-15%	-1%	-16%
O=C(O)c1ccccc1NS(=O)(=O)c1cccc(C(F)(F)F)c1	-17%	-15%	2%
COc1ccc(CCNC(=O)c2nnn(-c3ccc4c(c3)OCCO4)c2N)cc1OC	u	-1%	u
CC(=O)Nc1ccc(S(=O)(=O)Nc2ccc3ccccc3n2)cc1	-7%	-4%	-28%
COc1ccc(Nc2nc(OC)nc(OC)n2)cc1	-5%	3%	1%
COCCNC(=O)C1CCCN(C(=O)Cc2cccc3ccccc23)CC1 (centres undefined)	-27%	x	2%
COCCNC(=O)CN(CC1CCCO1)C(=O)CCC(=O)Nc1ccccn1 (centres undefined)	-12%	-5%	-3%
CC(=O)NNC(=O)CN1C(=O)/C(=C/c2ccccc2)SC1=S	18%	18%	-9%
Cc1nc2ccccc2c2ncccc12	0%	2%	0%
CCOc1cccc(-c2nnc3sc(COc4ccc(OC)cc4)nn23)c1	u	-2%	u
COc1ccc(NC(=O)C2Cc3c(-c4ccccc4)ccnc3O2)cc1OC (centres undefined)	4.6µM*	x	u
Cc1ccc(S(=O)(=O)Cn2nnnc2CN(Cc2ccco2)CC2CCCO2)cc1 (centres undefined)	-7%	-4%	-13%
Cc1n[nH]c(=O)c2c(NC(=O)COC(=O)COc3cccc(Br)c3)oc(C)c12	-10%	1%	-8%
O=C(CSc1nc2ccccc2nc1N1CCCCC1)N1CCN(c2ccccc2)CC1	u	-1%	21µM*
Cc1ccc(S(=O)(=O)N2CCOCC2)cc1C(=O)Nc1ccncc1	-10%	1%	-1%
O=C1CCc2cc(NS(=O)(=O)c3ccc(Br)cc3)cc3c2N1CC3	-7%	-17%	2%
CCOc1cc(/C=C(\C#N)c2nc(-c3cccs3)c(NC(C)=O)s2)ccc1O	3.7µM*	-8%	2.3µM*
COc1ccc2c(c1)OC[C@H]1[C@H]2N2C(=O)c3ccccc3NC(=O)[C@@]2(C)[C@H]1c1ccccc1	u	-11%	u
CCc1nc2cc(C(=O)N(C)CC3COCCO3)cc(NC(=O)c3ccccc3OC)c2n1C (centres undefined)	-9%	x	19%
C/C(=C\C(=O)c1ccc(C)o1)Nc1ccc(C(=O)O)cc1C	-25%	-8%	-22%
COc1ccc(-c2cc(C(F)(F)F)n3nc(C(=O)NCCCn4ccnc4)cc3n2)cc1	u	-1%	-30%
Cc1ccc(C)c(Nc2ncnc(N)c2[N+](=O)[O-])c1	-21%	-3%	-2%
COc1ccc(C(=O)NCCc2csc(-c3ccc(Cl)cc3)n2)cc1	18µM*	-2%	u
